yeast sgs1 mgt1 – NCI yeast anticancer drug screen, S. cerevisiae sgs1 mgt1 strain; growth inhibition, % at 50 µM; actives 10% (n = 78,000);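 note: 0% = growth of vehicle-only cultures of the same strain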
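Mutant yeast exposed to compound; growth scored against vehicle-only wells.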
mlh1 rad18 – NCI yeast anticancer drug screen, S. cerevisiae mlh1 rad18 strain; growth inhibition, % at 50 µM; actives 11% (n = 79,000); AID 175;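 note: 0% = growth of vehicle-only cultures of the same strain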
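Compound-treated yeast growth, normalised to vehicle controls. Strain bears defined DNA repair mutations.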
yeast rad50 – NCI yeast anticancer drug screen, S. cerevisiae rad50 strain; % growth inhibition at 50 µM; actives 10% (n = 79,000); AID 155;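 note: 0% = growth of vehicle-only cultures of the same strain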
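Yeast carrying a defined DNA repair defect were exposed to test compounds, and growth was compared with vehicle-treated controls to give percent inhibition.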
cln2 rad14 – NCI yeast anticancer drug screen, S. cerevisiae cln2 rad14 strain. growth inhibition, % at 50 µM. actives 8.3% (n = 78,000). AID 165;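 note: 0% = growth of vehicle-only cultures of the same strain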
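The screen exposed genetically defined yeast (cln2 rad14) to test compounds and scored growth inhibition relative to vehicle-treated controls.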
yeast mec2-1 – NCI yeast anticancer drug screen, S. cerevisiae mec2-1 strain; AID 157; % growth inhibition at 50 µM; actives 9% (n = 79,000);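 note: 0% = growth of vehicle-only cultures of the same strain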
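Test agents were screened against the mec2-1 yeast strain, with defined DNA repair or cell cycle alteration. Growth was scored as inhibition against vehicle-only controls.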
yeast bub3 – NCI yeast anticancer drug screen, S. cerevisiae bub3 mutant strain; actives 9.9% (n = 78,000); growth inhibition, % at 50 µM; AID 167;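 note: 0% = growth of vehicle-only cultures of the same strain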
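Screening used yeast with an engineered genetic alteration affecting cell cycle control. Compound-exposed cultures were compared with vehicle cultures, and reduced growth was taken as inhibition.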
Numbers without * were called inactive. Cut-off read from the data, not from the text of the source: active = growth inhibition above about 70%; inactive = the rest.

(1) COC(=O)C1(Cc2ccc3c(c2)CCC3)Cc2cc3c(cc2C1=O)CCC3 (stereo not drawn)
(2) CC(C)CC1=C(N(C)C)C(=O)C=C(N(C)C)C1=O
(3) O=[N+]([O-])c1ccc(N2N=NC3C4CCC(C4)C32)cc1 (stereo not drawn)
(4) Cc1c([N+](=O)[O-])ccc2cccnc12
(5) O=C1C2C(Cl)C(Cl)C(Cl)C(Cl)C2C(=O)N1NC1CCC([N+](=O)[O-])CC1[N+](=O)[O-] (stereo not drawn)
(6) O=C(Cl)Cc1ccccc1[N+](=O)[O-]
(7) CCOC(=O)c1ccc(N=Nc2c(N)nc(N)[nH]c2=O)cc1
(8) COc1ccc(-c2onc3c2CCc2ccccc2-3)cc1

compound no.	1	2	3	4	5	6	7	8
yeast sgs1 mgt1	-23	10	18	-15	-18	12	-3	-11
mlh1 rad18	-50	-13	38	-15	10	13	26	17
yeast rad50	-56	0	18	-4	-23	14	5	-13
cln2 rad14	-28	-6	-8	6	17	7	30	5
yeast mec2-1	-11	-9	9	15	-16	15	18	-10
yeast bub3	20	-10	23	-7	2	-20	25	18

(9) O=[N+]([O-])c1cccc([I+]c2cccc([N+](=O)[O-])c2)c1
(10) O=C(O)C(=C\c1ccccc1)/C(=C\c1ccccc1)C(=O)OCc1ccccc1
(11) OCC1CC(c2ccccc2)=NO1 (stereo not drawn)
(12) CCOC(=S)SCC(=O)O
(13) COc1ccc2c(c1)OC(=O)C(S(=O)(=O)c1ccccc1)C2 (stereo not drawn)
(14) CC1=C/C(=N\NC(N)=S)C(C(O)(C(F)(F)F)C(F)(F)F)C(C)(C)C1 (stereo not drawn)
(15) Cc1ccc(S(=O)(=O)c2[nH]cc(/C(=C\C3CCCCC3)[N+](=O)[O-])c2C2CCCCC2)cc1
(16) Oc1ccc(Cc2cccc(Br)c2)c(O)c1

compound no.	9	10	11	12	13	14	15	16
yeast sgs1 mgt1	98*	20	-11	-23	7	47	41	99*
mlh1 rad18	98*	8	-18	-5	8	60	19	99*
yeast rad50	99*	17	-20	7	6	66	29	99*
cln2 rad14	97*	0	-20	-10	-4	20	38	99*
yeast mec2-1	96*	5	-11	-5	15	31	25	99*
yeast bub3	97*	48	-4	-16	1	42	40	99*

Five structures already listed, arranged by number of heavy atoms, high to low.
(5) O=C1C2C(Cl)C(Cl)C(Cl)C(Cl)C2C(=O)N1NC1CCC([N+](=O)[O-])CC1[N+](=O)[O-] (stereo not drawn)
(7) CCOC(=O)c1ccc(N=Nc2c(N)nc(N)[nH]c2=O)cc1
(8) COc1ccc(-c2onc3c2CCc2ccccc2-3)cc1
(3) O=[N+]([O-])c1ccc(N2N=NC3C4CCC(C4)C32)cc1 (stereo not drawn)
(11) OCC1CC(c2ccccc2)=NO1 (stereo not drawn)

compound no.	5	7	8	3	11
yeast sgs1 mgt1	-18	-3	-11	18	-11
mlh1 rad18	10	26	17	38	-18
yeast rad50	-23	5	-13	18	-20
cln2 rad14	17	30	5	-8	-20
yeast mec2-1	-16	18	-10	9	-11
yeast bub3	2	25	18	23	-4

New compounds follow:
(17) CC(=O)C1C(=O)C(=O)N(c2ccc(Cl)cc2C)C1=O (stereo not drawn)
(18) CN(CC(=O)O)Cc1c[nH]c2ccccc12
(19) CCNC(=O)Oc1ccc[nH]c1=O
(20) O=C1C=C(O)c2ccccc2C1=O
(21) COc1cc(NC(C)=O)c2nccnc2c1
(22) CCOC(=O)C(C)(C)C(O)C(C)C (stereo not drawn)
(23) CSc1c(C)n([O-])c2ccccc2[n+]1=O
(24) CCn1c2ccccc2c2ccc3c(c21)C(=O)C=CC3=O

compound no.	17	18	19	20	21	22	23	24
yeast sgs1 mgt1	-3	-22	-1	0	0	-15	9	54
mlh1 rad18	-9	-11	-48	21	-14	4	5	12
yeast rad50	-17	-44	-8	43	-16	21	23	55
cln2 rad14	-33	-22	-16	-47	-21	48	-20	11
yeast mec2-1	0	-9	-11	6	-22	-19	26	24
yeast bub3	-17	-49	-2	24	-1	-13	26	-10

(25) O=C(O)C(O)C(F)(F)C(F)(F)C(F)(F)C(F)(F)C(O)C(=O)O (stereo not drawn)
(26) c1ccc(-c2ccc(Nc3ccc4ccccc4c3)cc2)cc1
(27) O=[N+]([O-])c1cccc(/C=C/S(=O)(=O)Cc2ccccc2)c1
(28) C/C(CC(=O)Nc1ccccc1[N+](=O)[O-])=N\NC(N)=O
(29) O=C(O)c1ccc(NCn2c(=S)sc3ccccc32)cc1
(30) Cc1ccc(NC(=S)N2CCCC(C)C2)cc1C (stereo not drawn)
(31) O=C1C=CC=C/C1=C1/SC(c2ccccc2)=C(O)N1c1ccccc1
(32) Cc1cccc(-n2c(-c3ccccc3)cs/c2=N\N=C2/CSC(=O)N2Cc2ccccc2)c1

compound no.	25	26	27	28	29	30	31	32
yeast sgs1 mgt1	18	-14	-3	-18	52	6	-12	23
mlh1 rad18	17	-1	26	-3	11	-24	-18	-28
yeast rad50	5	-6	13	14	6	-1	-40	-3
cln2 rad14	-35	-27	8	27	27	-7	-17	-42
yeast mec2-1	-11	-18	1	-16	3	-10	-8	-22
yeast bub3	-18	26	-5	-23	12	6	-20	2

Pulled by compound from above:
(15) Cc1ccc(S(=O)(=O)c2[nH]cc(/C(=C\C3CCCCC3)[N+](=O)[O-])c2C2CCCCC2)cc1
(22) CCOC(=O)C(C)(C)C(O)C(C)C (stereo not drawn)

compound no.	15	22
yeast sgs1 mgt1	41	-15
mlh1 rad18	19	4
yeast rad50	29	21
cln2 rad14	38	48
yeast mec2-1	25	-19
yeast bub3	40	-13

(more compounds)
(33) O=C(O)c1ccc(C(O)(c2ccccc2)c2ccccc2)cc1
(34) COc1ccc(CC[N+]2(C)COc3cc4oc(=O)cc(C)c4cc3C2)cc1OC (stereo not drawn)
(35) O=C(O)c1cc2cc3ccccc3cc2cc1O
(36) COc1cc(C2c3cc4c(cc3OC(N3CCCC3)C2C)OCO4)cc(OC)c1OC (stereo not drawn)
(37) COc1ccccc1N=Nc1c(-c2ccccc2)nn(C(=O)CC(=O)Nc2ccccc2Cl)c1-c1ccccc1
(38) O=C(Nc1ccc(C(=O)O)cc1)Nc1nccs1
(39) O=[N+]([O-])c1cc(Cl)ccc1S(=O)(=O)c1ccc(Cl)cc1[N+](=O)[O-]
(40) Cc1ccc(C2NC(=O)c3ccccc3N2)c(C)c1 (stereo not drawn)

compound no.	33	34	35	36	37	38	39	40
yeast sgs1 mgt1	98*	-28	81*	-3	-34	18	84*	15
mlh1 rad18	96*	-32	65	7	-3	44	81*	-3
yeast rad50	63	-42	73*	22	-32	17	77*	5
cln2 rad14	82*	35	55	6	16	-17	80*	-8
yeast mec2-1	86*	-34	57	0	-21	6	83*	-22
yeast bub3	78*	-21	51	3	-25	7	84*	22

(41) CCCCOP(=O)(CCP(=O)(OCCCC)OCCCC)OCCCC
(42) CCCCCCCCCCCCCCCOc1ccc(OCCCCCCCCCCCC)cc1
(43) C=CC(=O)OCCN(CC)CC
(44) O=C(c1ccc(Cl)cc1)N(C(=S)N1CCN(c2ccccn2)CC1)c1ccccc1
(45) CCOc1c(F)ccc(F)c1-c1c(F)ccc(F)c1OCC
(46) COC(=O)c1nc(N)[nH]c(=O)c1CCCCCc1c(C(=O)OC)nc(N)[nH]c1=O
(47) CNn1c(C)n[nH]c1=O
(48) CN1CCc2sccc2C(c2ccccc2)O1 (stereo not drawn)

compound no.	41	42	43	44	45	46	47	48
yeast sgs1 mgt1	0	16	-5	14	6	-9	10	-4
mlh1 rad18	1	12	-22	26	-5	-18	17	-3
yeast rad50	-10	38	7	0	-8	-5	5	1
cln2 rad14	-38	-33	-12	-4	2	6	21	1
yeast mec2-1	-6	-6	20	-10	0	0	-16	16
yeast bub3	-21	4	15	-13	3	0	3	17

(49) C1CCOC2(CCC3(CC2)OCCCCO3)OC1
(50) O=c1[nH]c(-c2ccc(Cl)cc2)cs1
(51) c1ccc2c3ccn4ccc5c6ccccc6[nH]c5c4c-3nc2c1
(52) CCn1c(=O)c2nc(SC)sc2n(-c2ccc(C)cc2)c1=O
(53) O=C(CCN(CCC(=O)c1ccccc1)CCC(=O)c1ccccc1)c1ccccc1
(54) CC(C)CCCC(C)C1CCC2C3CCC(O)C(C)(CCCO)C3CCC12C (stereo not drawn)
(55) Nc1ccc(S(=O)(=O)O)c(O)c1
(56) O=CNc1ccc2c(c1)[nH]c(=O)c1ccccc12

compound no.	49	50	51	52	53	54	55	56
yeast sgs1 mgt1	-18	-7	47	-6	-5	12	6	-2
mlh1 rad18	-39	-16	85*	21	27	14	23	4
yeast rad50	-16	-1	65	-21	22	2	9	5
cln2 rad14	-44	-6	34	10	-31	32	-27	-28
yeast mec2-1	3	-15	47	-1	12	-4	11	12
yeast bub3	-10	-20	44	2	1	15	-1	6

(57) Clc1ccccc1C(Nc1ncccn1)Nc1ncccn1
(58) CS(=O)(=O)OC[C@@H]1C2C=CC(C2)[C@@H]1COS(C)(=O)=O
(59) C=CC(=O)CC1(C(=O)OC)NC(=S)NC(=O)C1C#N (stereo not drawn)
(60) Cc1ccc(C=O)cc1
(61) COc1cccc(C2N(Cc3ccccc3OC)CCCN2Cc2ccccc2OC)c1
(62) COc1ccc(C(=O)NO)cc1
(63) N#CC12C3C4C5C3C1C(C42)n1c(=O)n(-c2ccccc2)c(=O)n15 (stereo not drawn)
(64) CCSCC(C)C(=O)OC (stereo not drawn)

compound no.	57	58	59	60	61	62	63	64
yeast sgs1 mgt1	-8	13	-14	-2	30	3	-1	-14
mlh1 rad18	13	15	16	0	8	-1	5	-40
yeast rad50	11	5	15	-6	8	18	-22	-27
cln2 rad14	0	-52	-2	-4	22	30	3	24
yeast mec2-1	15	-1	3	-6	12	5	-2	0
yeast bub3	41	4	-18	-3	-6	22	-7	3

Overlap with the part before: 4 compounds, followed by the next part.
(61) COc1cccc(C2N(Cc3ccccc3OC)CCCN2Cc2ccccc2OC)c1
(62) COc1ccc(C(=O)NO)cc1
(63) N#CC12C3C4C5C3C1C(C42)n1c(=O)n(-c2ccccc2)c(=O)n15 (stereo not drawn)
(64) CCSCC(C)C(=O)OC (stereo not drawn)
(65) C=CC(=O)c1ccc2c(c1)OCCOCCOCCOCCOCCO2
(66) Cc1ccc(NC(=O)/C(CC(=O)c2c[n+](=O)c3ccccc3n2O)=N\NC(=O)C[n+]2ccccc2)cc1
(67) CCCCOC1CCC(O)C2CCCCC12 (stereo not drawn)
(68) C(=C\c1ccccc1)/COc1ccccc1C(N1CCOCC1)n1nc2ccccc2n1 (stereo not drawn)
(69) O=C(O)C(c1ccccc1)N1C(=O)C(Cl)=C(Cl)C1=O (stereo not drawn)
(70) CCCCSc1nc(=O)[nH]c2c1nc(SC)n2-c1ccccc1

compound no.	61	62	63	64	65	66	67	68	69	70
yeast sgs1 mgt1	30	3	-1	-14	63	-2	-2	98*	1	-2
mlh1 rad18	8	-1	5	-40	59	-1	10	99*	11	6
yeast rad50	8	18	-22	-27	78*	14	5	98*	0	5
cln2 rad14	22	30	3	24	4	25	-1	91*	-11	-31
yeast mec2-1	12	5	-2	0	54	-1	-2	99*	-6	-8
yeast bub3	-6	22	-7	3	78*	20	-1	98*	1	-1

Quoted from the listing.
entry 67 – cln2 rad14: -1
entry 69 – mlh1 rad18: 11
entry 65 – yeast bub3: 78*
entry 68 – mlh1 rad18: 99*

Bioassay records deposited in PubChem BioAssay by NCI.
